High-throughput results as filed in PubChem BioAssay.
UBC9 SUMO inh – inhibitors of human SUMOylation (UBC9); inhibition, % at 35 µM; 0.36% of 290,000 active; AID 2006; HTRF SUMOylation assay, SAE1/SAE2 + UBC9, in vitro; P63279; in the data active = inhibition above about 50%, passing the limit was not always enough; note: strong numbers were not always called active
IMP-1 inh – inhibitors of Pseudomonas aeruginosa IMP-1 metallo-beta-lactamase. AID 1556. inhibition, % at 5.6 µM. purified IMP-1, nitrocefin hydrolysis, epi-absorbance fluorescence. 0.45% of 290,000 active;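 active = inhibition above the mean plus 3 SD of all compounds in the same screening run, cut at about 4.5% in these data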;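 note: 0% = IMP-1 with DMSO and 100% = DMSO wells lacking enzyme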
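System: Purified recombinant IMP-1 metallo-beta-lactamase enzyme | Measured by: Fluorescence quenching readout, ex 480/em 530 nm | Replication: Singlicate | Incubation: 15 min preincubation plus 25 min reaction at 25 °C | Evaluation: Percent inhibition from optical density relative to buffer-blank wells | Benchmarks: DMSO with and without IMP-1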
VIM-2 inh – blocks Pseudomonas aeruginosa VIM-2 metallo-beta-lactamase; purified VIM-2, nitrocefin hydrolysis, epi-absorbance fluorescence; inhibition, % at 5.6 µM; 0.89% of 290,000 active; AID 1527;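 active = inhibition above the mean of all tested compounds plus 3 SD, cutoff set per screening run, cut at about 7.5% in these data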;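 note: red hydrolysis product quenches plate fluorescence so inhibitors raise well fluorescence; 0% = enzyme with DMSO and 100% = DMSO without enzyme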
HCV NS3 hel inh – blocks Hepatitis C virus NS3 helicase unwinding; inhibition, % at 10.9 µM; 0.56% of 290,000 active; NS3 helicase DNA unwinding, Cy5 molecular beacon fluorescence;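 active = inhibition above the mean of all tested compounds plus 3 SD, set per campaign, cut at about 35% in these data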;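 note: 0% = DMSO wells and 100% = thioflavine S control wells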
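Assay system – hepatitis C virus NS3 helicase domain fragment enzyme · Buffer or medium – MOPS pH 6.5, MgCl2, DTT, Tween20, BSA · Reagent – Cy5/quencher beacon DNA duplex and ATP to start · Compound – single 10.9 µM dose · Timing – 1 h at 25 °C · Technique – Cy5 beacon fluorescence read at start and 1 h · Measure – % inhibition of unwinding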
pCIP destab – compounds decreasing mouse p/CIP protein stability; Q05BA5; F442A p/CIP-EGFP cells, EGFP fluorescence, 16 h; decrease of EGFP signal, % at 10 µM; 0.01% of 290,000 active;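 active = EGFP signal decrease of at least 30% at 10 µM or well 3 SD below plate mean, unless failing retest; inactive = the rest, including hits failing retest or dose response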; note: some compounds called inactive have numbers as strong as hits; many of its hits are not listed in these tables
IDE inh – inhibitors of human insulin-degrading enzyme in cells | P14735 | HEK cells, FAbetaB cleavage, fluorescence polarization | inhibition, % at 5.59 µM | 0.41% of 320,000 active;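 active = percent inhibition above the average of all tested compounds plus 3 SD, set per screening campaign, cut at about 16% in these data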;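 note: IDE supplied by intact live HEK cells; FP after avidin binding of uncleaved biotin substrate so inhibition keeps polarization high; 0% = DMSO wells and 100% = 60 µM reference IDE inhibitor Ii1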
Target sequence (P14735 whole entry, looked up): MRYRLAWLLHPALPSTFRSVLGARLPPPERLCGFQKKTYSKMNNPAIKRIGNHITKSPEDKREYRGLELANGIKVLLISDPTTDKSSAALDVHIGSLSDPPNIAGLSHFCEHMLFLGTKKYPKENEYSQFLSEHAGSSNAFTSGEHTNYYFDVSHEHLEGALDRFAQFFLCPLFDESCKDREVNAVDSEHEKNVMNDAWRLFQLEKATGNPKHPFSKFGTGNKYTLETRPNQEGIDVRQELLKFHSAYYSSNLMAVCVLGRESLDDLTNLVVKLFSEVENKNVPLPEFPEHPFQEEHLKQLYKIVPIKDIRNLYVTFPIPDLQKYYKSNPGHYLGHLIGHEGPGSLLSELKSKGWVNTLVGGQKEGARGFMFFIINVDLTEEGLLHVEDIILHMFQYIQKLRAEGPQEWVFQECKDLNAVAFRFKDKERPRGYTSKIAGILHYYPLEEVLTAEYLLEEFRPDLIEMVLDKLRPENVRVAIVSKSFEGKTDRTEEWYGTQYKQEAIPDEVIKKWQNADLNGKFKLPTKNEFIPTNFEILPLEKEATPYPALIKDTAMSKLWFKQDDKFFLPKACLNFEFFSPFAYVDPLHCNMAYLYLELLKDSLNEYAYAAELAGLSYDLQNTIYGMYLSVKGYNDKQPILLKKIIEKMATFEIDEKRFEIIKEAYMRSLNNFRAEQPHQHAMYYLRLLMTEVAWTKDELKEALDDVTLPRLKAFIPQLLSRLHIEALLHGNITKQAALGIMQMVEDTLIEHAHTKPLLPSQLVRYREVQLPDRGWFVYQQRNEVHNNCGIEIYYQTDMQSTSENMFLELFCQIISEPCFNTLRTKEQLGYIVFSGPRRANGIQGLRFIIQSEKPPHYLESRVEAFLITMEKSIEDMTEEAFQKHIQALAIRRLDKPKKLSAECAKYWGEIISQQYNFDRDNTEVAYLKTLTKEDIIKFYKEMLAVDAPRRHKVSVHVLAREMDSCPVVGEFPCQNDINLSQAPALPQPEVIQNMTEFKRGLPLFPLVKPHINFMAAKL
GalR3 antagonist – human GalR3 antagonism | HEK293 GalR3-CNG cAMP membrane potential fluorescence; galR3 body fused to GalR1 C-terminus | O60755 | 0.44% of 360,000 active | inhibition, % at 3 µM;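 active = inhibition above the screen-wide average plus 3 SD, cut at about 13% in these data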;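 note: forskolin and galanin both at EC90 stimulate the cells; cAMP rise reported by CNG channel membrane potential dye signal; 0% = forskolin plus galanin with DMSO and 100% = forskolin alone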
IDE act – IDE (human) activation, cell-based | activation, % at 5.96 µM | P14735 | AID 493087 | HEK cells, FAbeta-B cleavage, fluorescence polarization; 0% vehicle, 100% cell-free pure enzyme wells | 0.073% of 340,000 active;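 active = activation above the mean of all tested compounds plus 3 SD, set per screening campaign, cut at about 17% in these data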
CRFR2-BP antag – CRF-BP/CRF-R2 complex antagonism; AID 588475; HEK293 CRF-R2/CRF-BP, CRF-induced calcium fluorescence; 0.59% of 350,000 active; inhibition, % at 11.8 µM;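 active = inhibition of the ligand-induced calcium signal above about 50% at the single tested concentration, limit read from the data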
* marks the source's active call; other numbers are inactive results; nt = no result given.

SMILES	UBC9 SUMO inh	IMP-1 inh	VIM-2 inh	HCV NS3 hel inh	pCIP destab	IDE inh	GalR3 antagonist	IDE act	CRFR2-BP antag
COc1ccc2[nH]c(C(=O)NCc3ccc4c(c3)OCO4)cc2c1	20	-1.4	-1.5	0	-15	3	-3	nt	13
C=CCOC(=O)c1ccc(-n2cncn2)nc1	6	2.2	-1.9	-4	9	-2	-1	7	-13
COc1ccccc1OCC(=O)Nc1ccc(S(=O)(=O)Nc2nc(C)cc(C)n2)cc1	-13	-2.9	-0.9	-5	-12	0	-6	-3	8
COCCCn1c(SCCc2ccccc2)nc2cc(OC)c(OC)cc2c1=N	-23	-2.2	-2.9	-43	-4	1	-4	5	-55
Cc1cc(C)n2nc(SCC(=O)Nc3ccccc3F)nc2n1	nt	nt	nt	nt	nt	5	-5	1	-12
CN(Cc1cccnc1)Cc1cn(C)nc1-c1cccc(Cl)c1	10	-2.5	-0.3	-3	-3	-2	-4	-5	0
COc1ccc(-n2c(C)nn(C)c2=O)cc1	14	-2.3	-1.3	2	-3	0	-1	3	0
CC(C)Cn1c(C(C)C)nc([N+](=O)[O-])c1S(=O)(=O)c1ccc(F)cc1	-15	-2.6	-1.6	-3	4	-2	-5	5	-16
CCN(CC)CCNC(=O)c1c(O)c2cccc3c2n(c1=O)CCC3	-11	-6.0	11*	-3	7	nt	-5	-1	17
CC1CCCN(C(=O)CSc2nnc3ccccn23)C1 (centres undefined)	nt	nt	nt	nt	nt	0	-6	3	-8
Cc1ccc(Cn2cccc(NC(=O)c3ccco3)c2=O)cc1	26	-4.5	-2.5	31	-6	7	-4	-1	5
O=C(CSc1ccccc1F)NC(=O)c1ccccc1Br	nt	nt	nt	nt	nt	3	-7	-1	6
CCCCN(C)CCCNC(=O)CN1C(=O)CSc2ccc(S(=O)(=O)N3CCOCC3)cc21	-7	-2.4	-1.4	6	-4	-2	-6	3	17
O=C(Nc1cccc(C(F)(F)F)c1)C(Sc1ncnc2ccccc12)c1ccccc1 (centres undefined)	-26	-4.8	-3.1	5	3	-6	-1	-4	-62
O=C(Nc1ccccc1-c1nnn(CC(=O)N2CCOCC2)n1)c1ccc(F)cc1	-3	-1.9	-3.6	1	-9	8	-5	5	-1
COC(=O)c1cc2occc2n1Cc1nc(-c2ccc(Cl)cc2)oc1C	12	-3.2	-2.5	4	3	0	5	-1	-26
COC(=O)CCN1CCN(S(=O)(=O)c2cccc(Br)c2)CC1	13	-1.0	-2.4	-6	-4	2	1	1	-2
O=C1CN(C(=O)CSc2nc3ccccc3n2CCc2ccccc2)c2ccccc2N1	14	-0.4	0.3	-3	-8	4	-3	-1	-18
CCSc1nnc(NC(=O)CC)s1	0	-2.9	-4.3	-1	0	0	2	7	3
CCCN(C(=O)c1cccs1)c1c(N)n(Cc2ccccc2)c(=O)[nH]c1=O	nt	nt	nt	nt	nt	2	-3	4	-1
Cc1nn(C)cc1CNC(=O)c1ccccc1Br	12	-5.3	-3.5	6	-9	-4	-7	6	49
Cc1ccc(S(=O)(=O)CC(=O)N(C)C)cc1	-28	-2.2	-1.4	-4	7	3	2	6	-8
Clc1ccc(OCc2cnc(Cl)s2)cc1	9	0.1	0.3	-5	-4	-3	1	-2	13
CSc1nc(C)cc(SCC(=O)Nc2ccc(Cl)cc2Cl)n1	13	-2.4	-0.6	-2	-3	7	-6	-6	18
COc1ccc(/C=N/NC(=S)Nc2c(C)n(C)n(-c3ccccc3)c2=O)cc1OC	16	-3.0	-3.5	-1	-8	2	-6	5	5
COc1ccc(-n2cnnc2SCc2csc(-c3ccccc3)n2)cc1	-4	-2.8	0.2	-2	5	4	-5	-2	-2
CCc1ccc(OCC(=O)NNC(=S)NC(=O)C2CC2)c(Br)c1	-62	-6.7	-6.5	3	-9	nt	-1	8	-24
CN(C)c1ccc(C2CC(=O)C=C(Nc3ccccc3N)C2)cc1 (centres undefined)	1	-0.9	-1.9	-3	11	2	-3	nt	8
CCn1c(O)c(N=NC2=NC(=O)CS2)c2ccccc21	-14	-4.4	-2.1	8	-4	4	2	4	-10
Cc1ccc(CC2CC(=O)N(c3ncccn3)C2=O)cc1 (centres undefined)	5	-2.4	-2.1	-5	2	-2	-1	1	5

Quoted at random: three entries already listed
SMILES	UBC9 SUMO inh	IMP-1 inh	VIM-2 inh	HCV NS3 hel inh	pCIP destab	IDE inh	GalR3 antagonist	IDE act	CRFR2-BP antag
COC(=O)c1cc2occc2n1Cc1nc(-c2ccc(Cl)cc2)oc1C	12	-3.2	-2.5	4	3	0	5	-1	-26
Clc1ccc(OCc2cnc(Cl)s2)cc1	9	0.1	0.3	-5	-4	-3	1	-2	13
Cc1ccc(S(=O)(=O)CC(=O)N(C)C)cc1	-28	-2.2	-1.4	-4	7	3	2	6	-8

Other entries follow.
SMILES	UBC9 SUMO inh	IMP-1 inh	VIM-2 inh	HCV NS3 hel inh	pCIP destab	IDE inh	GalR3 antagonist	IDE act	CRFR2-BP antag
Nc1nc(SCC(=O)Nc2ccccc2-c2ccccc2)n[nH]1	12	0.2	-1.7	5	-12	7	-5	2	17
Cc1cccc(NC(=S)N2CCC(NC(=O)c3cccc(F)c3)CC2)c1	1	-1.5	-3.1	1	-10	-2	-7	0	-36
O=C(Nc1nc2c(s1)CCCC2)c1ccc(Br)s1	-2	-3.9	-1.9	1	10	7	-4	2	-44
Cc1[nH]c2ccc(C(=O)NCCCN3CCOCC3)cc2c1C	5	-1.9	0.7	7	-20	10	3	-1	-3
CCOC(=O)Nc1ccccc1C(=O)Nc1cc(C)cc(C)c1	15	-2.7	-2.1	6	-3	6	-8	-1	-16
O=C(N/N=C/c1c[nH]c2c1ccc1ccccc12)c1ccc([N+](=O)[O-])cc1	8	2.1	-2.9	2	-14	1	2	3	-8
O=C(NNC(=S)Nc1ccc(F)cc1)[C@H]1C[C@@H]1c1ccccc1	-40	-3.7	-1.8	0	-1	1	2	nt	-9
COc1ccc(-c2cc(C(=O)N3CCCc4ccccc43)no2)cc1OC	21	-2.6	-3.6	-17	-16	10	1	-8	1
O=C(c1ccc(S(=O)(=O)N2CCCC2)cc1)N1CCCCC1	nt	nt	nt	nt	nt	3	-2	1	2
C[C@H](CO)N1C[C@H](C)[C@@H](CN(C)C(=O)Nc2ccc(C(F)(F)F)cc2)Oc2c(NC(=O)CCC(F)(F)F)cccc2C1=O	nt	nt	nt	nt	nt	1	-6	5	-6
COc1ccc(CCNC(=O)c2ccc(C)s2)cc1OC	10	-2.7	-1.9	6	-12	-5	3	7	-23
COc1ccccc1N1CCN(/N=C\c2sccc2C)CC1	-11	-4.2	-2.7	-3	4	0	2	-1	-13
Cc1cc(-c2cc(-c3ccc(Cl)cc3)nc(N)c2C#N)co1	7	-2.4	-2.8	22	-3	8	-4	-16	-29
CC(=O)C[C@H]1c2cc(C(F)(F)F)ccc2S(=O)(=O)N1c1ccc(N(C)C)cc1	nt	nt	nt	nt	nt	1	-3	6	6
O=C(Nc1nc2ccccc2[nH]1)c1ccc(Cl)cc1	13	-4.4	-5.0	-3	4	4	-10	-3	-10
CCN(CC)S(=O)(=O)c1ccc(NC(=O)COC(=O)c2c[nH]c(=O)[nH]c2=O)cc1	1	-1.4	-0.9	7	-2	-1	1	5	6
COc1ccccc1C1CCN(C(=O)c2ccco2)CC1	13	-2.5	-0.4	-7	-6	0	0	7	-1
COc1ccc(C(=O)NC(=S)Nc2ccc(CN3CCOCC3)cc2)cc1Cl	6	-0.9	-2.1	-3	-13	0	3	6	-18
O=C1N=C(N2CCCCC2)S/C1=C\c1ccc(Cl)cc1	-8	-1.7	0.0	-4	-2	-1	-9	6	5
O=C(C(=O)N1CCN(c2ccccc2Cl)CC1)c1c[nH]c2ccccc12	-12	-3.9	-0.5	-12	0	2	-7	3	-18
CC(=C/c1ccccc1)/C=N/NC(=O)c1cnccn1	7	-3.5	-3.5	-33	-6	3	-2	8	8
COc1cccc(=O)c2c(C)n(C)c(C)c12	10	-1.0	0.2	12	6	-3	-5	4	-3
CC(Oc1ccc2c(-c3ccccc3)cc(=O)oc2c1)C(=O)NCCCN1CCOCC1 (centres undefined)	5	-0.7	-0.3	-5	-6	2	-10	2	-6
CC(C)[C@H](NC(=O)c1ccccc1)C(=O)OCC(=O)c1c(N)n(C)c(=O)n(C)c1=O	nt	nt	nt	nt	nt	2	-2	8	3
COc1ccc(CCNC(=O)C2CCC(CNS(=O)(=O)c3ccccc3)CC2)cc1OC (centres undefined)	10	-3.1	-0.8	-8	-30	7	nt	nt	nt
CCOc1ccc(NC(=O)[C@@H](NC(=O)c2ccccc2Br)C(C)C)cc1	14	-3.8	-3.2	5	-1	-2	-4	1	-3
COc1ccc(NC(=S)Nc2ccc(N)c([N+](=O)[O-])c2)cc1	-5	-3.5	-3.0	1	0	0	-3	4	18
CCOc1ccc(NC(=O)CN(C)C(=O)Cc2c[nH]c3ccccc23)cc1OCC	nt	nt	nt	nt	nt	-1	-4	0	9
Cc1cccnc1NC(=O)Cn1nc([N+](=O)[O-])cc1C	13	-2.5	-2.4	1	-12	4	-3	3	-1
CC(=O)Nc1ccc(-c2csc(NC(C)c3ccccc3)n2)cc1 (centres undefined)	8	-1.3	-2.4	0	4	0	-1	-3	-6
CCOC(=O)c1c(C)c(C(=O)NCc2cccs2)c(C)n1C	-12	-2.2	-1.9	-5	-7	2	-7	1	30
COc1ccc2c(c1)C(C1C(=O)CCCC1=O)c1ccccc1O2 (centres undefined)	17	-1.3	-4.8	-5	-9	4	1	5	35
O=C(Nc1ccccc1N1CCCC1)c1ccc(Cl)cc1Cl	-8	0.3	-1.9	0	10	-8	-3	6	27
O=C(CSc1nnc(-c2ccco2)n1-c1ccccc1)NCc1ccco1	20	-1.9	2.3	1	-12	1	-2	-9	6
COC(=O)CSc1ccnc2cc(Cl)ccc12	-9	-2.7	-1.3	20	-5	3	-3	-9	-10
NC(=O)C1CCN(C(c2ccccc2Cl)c2nnnn2Cc2ccc3c(c2)OCO3)CC1 (centres undefined)	0	-0.7	-2.7	-1	-9	-3	-2	2	-9
COc1ccc(CN2CCC(CNS(=O)(=O)c3cccc(C(F)(F)F)c3)CC2)cc1	10	-3.0	-2.3	-19	-6	-3	-11	1	-12
CN(C)/C=N/c1nc(Sc2ccc(C(F)(F)F)cc2[N+](=O)[O-])n[nH]1	-9	-4.2	-1.3	3	-7	3	-6	3	2
COc1cc(/C=N/Nc2ccnc(=O)[nH]2)ccc1O	21	-2.4	-1.6	6	-4	nt	-6	3	-9
O=C(O)c1cc(Cl)ccc1-c1ccc(/C=C/c2cc(C(F)(F)F)[nH]c(=O)n2)o1	33	3.3	1.9	35	-22	13	-6	-2	-52
O=C(COc1ncnc2c(Cl)cc(Cl)cc12)NC1CCCCCC1	16	1.6	1.2	2	6	6	0	2	1
Cc1ccc(N(C(C)C(=O)N2CCCC2)S(C)(=O)=O)cc1 (centres undefined)	1	0.2	1.8	7	-5	0	-8	0	7
COc1ccc(CCCC(=O)N/N=C/c2ccccc2OC)cc1	-5	-1.6	-0.4	-8	-2	11	12	-2	-41
